SIRT5 block: inhibitors of human sirtuin-5 desuccinylase; Q9NXA8; inhibition, % at 15 µM; 330,000 tested, 1.1% active; Purified SirT5, succinyl-peptide AMC, trypsin-coupled fluorescence; in the data active means inhibition above about 15%; inconclusive means no clear call, values can overlap the other calls
Target sequence (Q9NXA8 whole entry, looked up): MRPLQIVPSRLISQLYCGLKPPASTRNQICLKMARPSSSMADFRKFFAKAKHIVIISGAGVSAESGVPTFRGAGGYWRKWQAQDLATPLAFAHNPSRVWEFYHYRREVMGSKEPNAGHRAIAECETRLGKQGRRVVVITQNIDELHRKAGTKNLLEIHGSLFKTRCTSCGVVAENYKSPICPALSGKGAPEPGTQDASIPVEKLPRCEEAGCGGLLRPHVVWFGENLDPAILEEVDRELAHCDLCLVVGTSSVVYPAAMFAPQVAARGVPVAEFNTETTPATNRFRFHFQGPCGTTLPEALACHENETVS
E-selectin induc: E-selectin induction on HUVECs. P16581. HUVEC E-selectin immunofluorescence imaging; normalized: neutral wells 0, TNF-alpha wells 100. activation, % at 7.58 µM. 260,000 tested, 0.37% active. AID 686992;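 active means mean E-selectin-positive cell signal at least 10% of the positive control, reached in at least 60% of replicates, without over 20% cell loss; inconclusive means no rule given, readout overlaps actives, possibly toxicity-flagged; inactive means the rest, including those meeting only one limit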;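 further: in these data hits start at about 27%; measured in HUVEC primary endothelial cells; signal is the percent of cells scored E-selectin positive by PE staining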
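Material: HUVEC primary endothelial cells; Amount: 3,000 cells per well; Dosing: single concentration; Medium: EGM-2 growth medium on 0.1% gelatin-coated wells; Read-out basis: percent E-selectin-positive cells; Signal: immunofluorescence imaging; Control set: TNF-alpha, DMSO.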
PglD DTNB: PglD (C. jejuni) enzyme inhibition; AID 602405; purified PglD enzyme, DTNB colorimetric CoA detection; inhibition, % at 12.5 µM; 360,000 tested, 0.098% active; in the data active means inhibition above about 16%, passing the limit was not always enough; inconclusive means no clear call, values can overlap the other calls; further: strong numbers were not always called active
C2C12 statin: suppression of simvastatin myotoxicity. rescue of ATP level, % at 7.49 µM. 330,000 tested, 0.78% active. AID 602340. C2C12 myotubes + simvastatin, ATP luminescence, 48 h; scaled: DMSO 0, geranylgeraniol control 100;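 active means mean ATP rescue above about 67%, or every replicate alone reaching that limit, limit read from the data, passing the limit was not always enough; inconclusive means no clear call, values can overlap the other calls; inactive means mean under the limit and some replicate under it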;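 further: myotubes were challenged with 10 µM simvastatin during compound exposure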
ERp5 block: ERp5 (human) disulfide isomerase inhibition; Q15084; ERp5 insulin aggregation, absorbance 650 nm, 90 min; inhibition, % at 9.99 µM; 350,000 tested, 0.05% active;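 active means mean replicate inhibition above about 25%, with every replicate also reaching it, limit read from the data, passing the limit was not always enough; inconclusive means only one of those two criteria met; inactive means neither criterion met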
Target sequence (Q15084 whole entry, looked up): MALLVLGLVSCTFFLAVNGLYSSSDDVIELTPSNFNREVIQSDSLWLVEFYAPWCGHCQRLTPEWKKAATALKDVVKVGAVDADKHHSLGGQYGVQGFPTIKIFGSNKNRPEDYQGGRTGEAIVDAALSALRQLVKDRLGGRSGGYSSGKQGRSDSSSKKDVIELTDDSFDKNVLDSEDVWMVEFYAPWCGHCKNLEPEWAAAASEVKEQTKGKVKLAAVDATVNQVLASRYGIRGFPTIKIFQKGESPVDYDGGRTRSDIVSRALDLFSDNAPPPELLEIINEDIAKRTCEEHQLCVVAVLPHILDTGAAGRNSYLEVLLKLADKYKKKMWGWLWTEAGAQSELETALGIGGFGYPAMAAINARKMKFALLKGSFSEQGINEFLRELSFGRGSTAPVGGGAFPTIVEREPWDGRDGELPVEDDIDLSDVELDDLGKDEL
DENV2 CPE: inhibitors of DENV2 cytopathic effect | DENV2-infected cells, cytopathic effect rescue, plate reader | CPE inhibition, % at 9.99 µM | 350,000 tested, 1.7% active; in the data active means CPE inhibition above about 20%, passing the limit was not always enough; inconclusive means no clear call, values can overlap the other calls; tested in BHK-21 cells;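 further: 0% = median of neutral control wells and 100% = median of positive control wells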
S100A4 MyoIIA: blocks human S100A4 binding to myosin IIA peptide. P26447. 360,000 tested, 0.14% active. AID 652163. S100A4/TAMRA-MyoIIA peptide fluorescence polarization. inhibition, % at 10.7 µM;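 active means mean inhibition of at least 70% across replicates, with every replicate also reaching that level; inconclusive means mean inhibition reaches 70% but some replicates fall short; inactive means mean inhibition below 70%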
Target sequence (P26447 whole entry, looked up): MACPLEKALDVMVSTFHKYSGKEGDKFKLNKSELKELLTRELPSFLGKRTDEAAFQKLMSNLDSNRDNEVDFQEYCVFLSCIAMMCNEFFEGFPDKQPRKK
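Test system: S100A4 monomer protein; Medium: HEPES pH 7.2 with CaCl2, KCl, NaCl, DTT, Triton; Probe or stimulus: TAMRA-labelled myosin IIA heavy-chain peptide probe, 5 nM; Doses: one dose per compound; Times: polarization read 5 min after assay mix addition, stable 5–60 min; Benchmarks: neutral control DMSO, positive control TFP.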
Starred values were filed as active, the others as inactive. Not all compounds are listed. The share of hits here may be higher or lower than overall.

What do the screens show for `CNC[C@@H]1Oc2ccc(NC(=O)Nc3c(C)noc3C)cc2CC(=O)N([C@@H](C)CO)C[C@@H]1C`?
SIRT5 block: -11; E-selectin induc: 0.0; PglD DTNB: -3; C2C12 statin: -7; ERp5 block: 3; DENV2 CPE: 8; S100A4 MyoIIA: 7

What do the screens show for `O=C(C[C@H]1C[C@H]2c3cc(NC(=O)Nc4ccc(C(F)(F)F)cc4)ccc3O[C@H]2[C@@H](CO)O1)NC1CCCCC1`?
SIRT5 block: 1; E-selectin induc: 0.5; PglD DTNB: -3; C2C12 statin: 10; ERp5 block: -4; DENV2 CPE: -3; S100A4 MyoIIA: -1

What do the screens show for `CCOc1nc(-c2ccccc2)ccc1-c1noc(-c2ccc(OC)c(OC)c2)n1`?
SIRT5 block: -2; E-selectin induc: 0.5; PglD DTNB: 4; C2C12 statin: 16; ERp5 block: 2; S100A4 MyoIIA: 0

What do the screens show for `COc1ccc(S(=O)(=O)N2CCN(C(=S)NC3CCCCC3)CC2)cc1`?
SIRT5 block: 4; E-selectin induc: 0.3; ERp5 block: -7; DENV2 CPE: 1; S100A4 MyoIIA: 1

Results for C/C=C/c1ccc2c(c1)O[C@@H](CN(C)C(=O)c1cnccn1)[C@H](C)CN([C@H](C)CO)S2(=O)=O ?
SIRT5 block: -2; E-selectin induc: -0.2; PglD DTNB: -2; C2C12 statin: -10; ERp5 block: 4; DENV2 CPE: -1; S100A4 MyoIIA: 4

Results for CCC(Sc1ncccc1C(=O)O)C(=O)N1CCCC1 (centres undefined) ?
SIRT5 block: -3; PglD DTNB: 3; C2C12 statin: 5; ERp5 block: 2; S100A4 MyoIIA: 0

What do the screens show for `COc1ccc(NC(=O)Nc2ccc3c(c2)C(=O)N([C@H](C)CO)C[C@H](C)[C@@H](CN(C)Cc2ccncc2)OCCCC[C@@H](C)O3)cc1`?
SIRT5 block: -4; E-selectin induc: -0.3; PglD DTNB: -3; ERp5 block: 3; DENV2 CPE: -6; S100A4 MyoIIA: -1

Results for NC1(C#Cc2ccc3oc(=O)c(-n4cc(-c5ccsc5)nn4)cc3c2)CCCCC1 ?
E-selectin induc: -0.1; PglD DTNB: 7; C2C12 statin: 3; ERp5 block: -2; S100A4 MyoIIA: 0

What do the screens show for `O=C(NC1CCCCC1)c1ccc(CNc2c(N3CCOCC3)c(=O)c2=O)cc1`?
SIRT5 block: -7; E-selectin induc: 0.2; PglD DTNB: -1; C2C12 statin: -1; ERp5 block: 1; DENV2 CPE: 2; S100A4 MyoIIA: 3

What do the screens show for `COCC(=O)Nc1ccc2c(c1)C(=O)N(C)C[C@@H](OC)[C@@H](C)CN(Cc1ccccc1)[C@@H](C)CO2`?
SIRT5 block: 7; E-selectin induc: -0.2; PglD DTNB: 2; C2C12 statin: 8; ERp5 block: 2; DENV2 CPE: 16; S100A4 MyoIIA: -1

What do the screens show for `O=C(NC[C@H]1[C@H](c2ccccc2)[C@H](CO)N1Cc1cccnc1)c1ccccn1`?
SIRT5 block: 17*; E-selectin induc: 0.2; PglD DTNB: 2; C2C12 statin: 3; ERp5 block: 1; DENV2 CPE: 11; S100A4 MyoIIA: 4

Results for Clc1ccc(-c2ccccc2)cn1 ?
SIRT5 block: -1; E-selectin induc: -0.2; PglD DTNB: 6; C2C12 statin: -10; ERp5 block: -1; DENV2 CPE: inconclusive; S100A4 MyoIIA: 10

Results for C[C@H]1CN([C@@H](C)CO)C(=O)Cc2cc(NS(=O)(=O)c3ccccc3)ccc2O[C@@H]1CN(C)Cc1ccc(Cl)c(Cl)c1 ?
SIRT5 block: 0; E-selectin induc: 6.2; PglD DTNB: 15; C2C12 statin: 103*; ERp5 block: -4; DENV2 CPE: -7; S100A4 MyoIIA: 9

Results for COc1ccc(C2CCN(Cc3cccnc3)CC2O)cc1 (centres undefined) ?
SIRT5 block: -2; PglD DTNB: 3; C2C12 statin: -2; ERp5 block: 8; S100A4 MyoIIA: -6

How did C#CCNC(=O)C[C@H]1C[C@@]2(C(=O)OC)C(=C[C@H](C(C)(C)C)O[C@@H]2C)N(CCc2ccc(OC)c(OC)c2)C1=O do in these assays?
E-selectin induc: -0.2; ERp5 block: 0; DENV2 CPE: -5; S100A4 MyoIIA: 1

Results for CCCN1C/C(=C/c2ccc3c(c2)OCO3)C(=O)/C(=C/c2ccc3c(c2)OCO3)C1 ?
SIRT5 block: -1; E-selectin induc: 1.2; PglD DTNB: -8; C2C12 statin: -4; ERp5 block: 0; DENV2 CPE: 2; S100A4 MyoIIA: 23

How did O=C(CCC1CCN(Cc2ccccc2Cl)CC1)NC1CC1 do in these assays?
SIRT5 block: -5; E-selectin induc: 0.1; PglD DTNB: 11; C2C12 statin: -4; ERp5 block: 1; DENV2 CPE: 1; S100A4 MyoIIA: -13

How did CC(=O)Nc1cc2c(cc1Cl)-c1ccccc1C2 do in these assays?
SIRT5 block: -2; E-selectin induc: 0.9; PglD DTNB: 1; C2C12 statin: -5; ERp5 block: 0; DENV2 CPE: -6; S100A4 MyoIIA: 1

How did COc1ccc(NC2=C(Cl)C(=O)N(c3ccccc3)C2=O)c(OC)c1 do in these assays?
SIRT5 block: -2; E-selectin induc: 0.1; PglD DTNB: 5; ERp5 block: 5; S100A4 MyoIIA: -6

How did Cn1ncc2c(=S)nc(Cl)[nH]c21 do in these assays?
SIRT5 block: -1; E-selectin induc: 0.1; PglD DTNB: -2; C2C12 statin: 3; ERp5 block: 1; DENV2 CPE: -1; S100A4 MyoIIA: -1

How did COc1ccc(C2=NOC(Cn3nc(-c4ccccc4C)cc3C(=O)O)C2)cc1 (centres undefined) do in these assays?
E-selectin induc: 0.7; PglD DTNB: -2; C2C12 statin: -8; ERp5 block: 5; DENV2 CPE: -3; S100A4 MyoIIA: -2

How did COc1ccc(N2C(=O)CC(Nc3ccc(F)cc3)C2=O)c([N+](=O)[O-])c1 (centres undefined) do in these assays?
SIRT5 block: 0; E-selectin induc: 3.3; PglD DTNB: 3; C2C12 statin: 9; ERp5 block: -3; DENV2 CPE: 2; S100A4 MyoIIA: 7

Results for Cc1ccccc1C(=O)N[C@H](C(=O)N1CCC[C@H]1C(=O)NCCc1ccccc1Cl)C(C)C ?
SIRT5 block: -4; E-selectin induc: 0.1; ERp5 block: 8; DENV2 CPE: -9; S100A4 MyoIIA: -1

Results for C=CCOc1ccc(/C=C/C(=O)OCC(=O)NCCCc2ccccc2)cc1 ?
SIRT5 block: -3; PglD DTNB: 1; C2C12 statin: 15; ERp5 block: 4; DENV2 CPE: 2; S100A4 MyoIIA: 4

What do the screens show for `CCN(CC(=O)Nc1ccccc1OC)CC(=O)Nc1ccccc1-c1ccccc1`?
E-selectin induc: 1.8; ERp5 block: 2; DENV2 CPE: inconclusive; S100A4 MyoIIA: 0

What do the screens show for `O=S(=O)(Nc1cccc(-n2cnnn2)c1)c1ccccc1`?
SIRT5 block: -5; PglD DTNB: -1; C2C12 statin: 10; ERp5 block: 11; DENV2 CPE: 6; S100A4 MyoIIA: 1

What do the screens show for `CCOC(=O)C1CCN(C(=O)c2[nH]c3ccc(OC)cc3c2C)CC1`?
SIRT5 block: -3; E-selectin induc: 0.0; C2C12 statin: -2; ERp5 block: 0; DENV2 CPE: 2; S100A4 MyoIIA: -25

What do the screens show for `CCOC(=O)N1CCN(C(=O)c2cc(C)no2)CC1`?
SIRT5 block: -2; E-selectin induc: -1.6; PglD DTNB: -6; C2C12 statin: -6; ERp5 block: 2; DENV2 CPE: -7; S100A4 MyoIIA: 7

How did O=[N+]([O-])c1ccc(-n2ccnc2)cc1 do in these assays?
SIRT5 block: -1; PglD DTNB: -4; DENV2 CPE: -2; S100A4 MyoIIA: -2

How did CC12CCC3c4ccc(O)cc4CCC3C1CC(O)C2O (centres undefined) do in these assays?
SIRT5 block: -5; E-selectin induc: 0.3; PglD DTNB: -1; C2C12 statin: -2; ERp5 block: -3; DENV2 CPE: -3; S100A4 MyoIIA: -1

The list goes on (2 carried over from the part before).
How did O=[N+]([O-])c1ccc(-n2ccnc2)cc1 do in these assays?
SIRT5 block: -1; PglD DTNB: -4; DENV2 CPE: -2; S100A4 MyoIIA: -2

How did CC12CCC3c4ccc(O)cc4CCC3C1CC(O)C2O (centres undefined) do in these assays?
SIRT5 block: -5; E-selectin induc: 0.3; PglD DTNB: -1; C2C12 statin: -2; ERp5 block: -3; DENV2 CPE: -3; S100A4 MyoIIA: -1

How did CCOC(=O)c1c(NC(=O)CSc2nnnn2-c2ccccc2)sc2c1CC(C)(C)NC2(C)C do in these assays?
SIRT5 block: -2; E-selectin induc: 0.8; PglD DTNB: -1; C2C12 statin: -15; ERp5 block: -5; DENV2 CPE: -6; S100A4 MyoIIA: -5

What do the screens show for `Cc1ccc(-c2csc(-c3ccncc3)n2)cc1`?
SIRT5 block: -1; ERp5 block: -1; DENV2 CPE: -10; S100A4 MyoIIA: -43

How did CN(C)S(=O)(=O)c1ccc(C(=O)NCCC(=O)N2CCCC2)cc1 do in these assays?
SIRT5 block: -1; E-selectin induc: 0.0; PglD DTNB: -3; C2C12 statin: -11; ERp5 block: 3; DENV2 CPE: 5; S100A4 MyoIIA: -14

Results for C/C(=N\Nc1cccc(Cl)c1)c1ccc(-n2ccnc2)cc1 ?
SIRT5 block: -1; E-selectin induc: 0.4; ERp5 block: -2; DENV2 CPE: 4; S100A4 MyoIIA: -6

Results for Cc1cc(C)c(NC(=O)/C(C#N)=C/c2ccc(OCc3ccc(F)cc3)cc2)c(C)c1 ?
SIRT5 block: -1; PglD DTNB: 2; C2C12 statin: -2; ERp5 block: 3; DENV2 CPE: 5; S100A4 MyoIIA: -1

Results for COc1cccc(CN2CCN(C3CCN(c4ccccc4C)CC3)CC2CCO)c1 (centres undefined) ?
SIRT5 block: 2; E-selectin induc: 0.0; ERp5 block: 3; DENV2 CPE: 6; S100A4 MyoIIA: 4

How did COc1cccc(-c2cnc(C(O)c3ccc(-c4ccccc4)cc3)[nH]2)c1 (centres undefined) do in these assays?
E-selectin induc: 0.1; PglD DTNB: -1; C2C12 statin: -1; ERp5 block: -7; DENV2 CPE: -6; S100A4 MyoIIA: 1

How did Cc1cccc(NC(=O)CSc2n[nH]c(-c3ccncc3)n2)c1 do in these assays?
SIRT5 block: -1; PglD DTNB: 2; C2C12 statin: 10; ERp5 block: 11; S100A4 MyoIIA: 3

What do the screens show for `C[C@@H]1CN([C@H](C)CO)C(=O)c2cc(C#Cc3ccncc3)cnc2O[C@H]1CN(C)C(=O)CN(C)C`?
SIRT5 block: -9; E-selectin induc: 0.2; PglD DTNB: -2; C2C12 statin: 15; ERp5 block: -3; DENV2 CPE: -2; S100A4 MyoIIA: -5

Results for COc1ccc(C2CCCCCN2Cc2nc3ccccc3c(=O)n2CC(N)=O)cc1 (centres undefined) ?
SIRT5 block: -5; PglD DTNB: 4; C2C12 statin: 4; ERp5 block: 1; DENV2 CPE: 7; S100A4 MyoIIA: -5

What do the screens show for `C[C@@H]1CCCCO[C@@H](CN(C)CC2CCCCC2)[C@H](C)CN([C@H](C)CO)C(=O)c2cc(NC(=O)Nc3ccc(F)cc3)ccc2O1`?
SIRT5 block: 9; E-selectin induc: 0.2; PglD DTNB: 0; ERp5 block: -3; DENV2 CPE: 13; S100A4 MyoIIA: 10

Results for CCOc1ccc(NC(=O)CN2C(=O)CSc3ccc(S(=O)(=O)N4CCOCC4)cc32)cc1 ?
SIRT5 block: 0; PglD DTNB: 1; C2C12 statin: 1; ERp5 block: -7; DENV2 CPE: 13; S100A4 MyoIIA: -3

Screens from PubChem BioAssay.
